Assay outcomes: PubChem, Sanford-Burnham Center for Chemical Genomics
SENP8 block-1: blocks the human protease SENP8; purified SENP8, Z-RLRGG-aminoluciferin cleavage, luminescence; AID 2540; Q96LD8; hit rate 1.2% among 330,000; inhibition, % at 10 µM; in the data active = inhibition above about 50%
Apaf-1 inh: blocks human Apaf-1 apoptosome activity; reconstituted apoptosome caspase-3 activity, DEVD-Rh110 fluorescence; inhibition, % at 20 µM; hit rate 0.71% among 330,000; AID 489030; active = inhibition of at least 40% at 20 µM;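 also: plate controls were DMSO wells for no effect and DEVD-CHO caspase inhibitor wells for full effect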
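Assay system: Apoptosome proteins | Medium: pH 7.5 Hepes buffer with CHAPS, BSA, DTT | Also added: Cytochrome c and DEVD-Rh110 substrate | Times: 30 min plus 50 min, RT | Detection: Rhodamine 110 fluorescence at Ex 480/Em 540 nm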
SENP1 FRET inh: SENP1 (human) catalytic domain inhibition. hit rate 0.21% among 360,000. inhibition, % at 10 µM. Q9P0U3. recombinant SENP1 catalytic domain, CyPet-SUMO1-YPet FRET cleavage;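 active = inhibition at least 30% at 10 µM, raw YFP signal under a set limit, fluorescence ratio 0.5 to 1.5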;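 also: 0% = enzyme with DMSO and 100% = no enzyme wells; some results filed as inactive read as strong as hits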
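system = hSENP1 catalytic domain, recombinant | reagent = SFCypet-SUMO1-SFYpet substrate at 25 nM | doses = one dose per compound, 10 µM, 0.5% DMSO | incubation = enzyme reaction for 50 min at room temperature, dark | measured by = FRET, CFP and YFP emission | controls = no-enzyme low, enzyme-DMSO high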
PfG6PD inh: PfG6PD (Plasmodium falciparum) enzyme inhibition; hit rate 0.78% among 350,000; inhibition, % at 20 µM; PfGluPho enzyme, NADPH resazurin-diaphorase fluorescence;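 active = inhibition reaching at least a set limit at 20 µM in the primary screen, cut at about 59% in these data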;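 also: 0% = DMSO wells with substrate and 100% = DMSO wells lacking glucose-6-phosphate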
HKDC1 inh: HKDC1 (human) hexokinase inhibition; hit rate 0.16% among 340,000; AID 493160; Q2TB90; recombinant HKDC1, G6PDH/diaphorase resazurin coupled fluorescence; inhibition, % at 20 µM;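 active = inhibition above about 35% when tested at 20 µM, limit read from the data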;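 also: plate controls were DMSO wells with enzyme for no effect and DMSO wells lacking enzyme for full effect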
Target sequence (Q2TB90 whole entry, looked up): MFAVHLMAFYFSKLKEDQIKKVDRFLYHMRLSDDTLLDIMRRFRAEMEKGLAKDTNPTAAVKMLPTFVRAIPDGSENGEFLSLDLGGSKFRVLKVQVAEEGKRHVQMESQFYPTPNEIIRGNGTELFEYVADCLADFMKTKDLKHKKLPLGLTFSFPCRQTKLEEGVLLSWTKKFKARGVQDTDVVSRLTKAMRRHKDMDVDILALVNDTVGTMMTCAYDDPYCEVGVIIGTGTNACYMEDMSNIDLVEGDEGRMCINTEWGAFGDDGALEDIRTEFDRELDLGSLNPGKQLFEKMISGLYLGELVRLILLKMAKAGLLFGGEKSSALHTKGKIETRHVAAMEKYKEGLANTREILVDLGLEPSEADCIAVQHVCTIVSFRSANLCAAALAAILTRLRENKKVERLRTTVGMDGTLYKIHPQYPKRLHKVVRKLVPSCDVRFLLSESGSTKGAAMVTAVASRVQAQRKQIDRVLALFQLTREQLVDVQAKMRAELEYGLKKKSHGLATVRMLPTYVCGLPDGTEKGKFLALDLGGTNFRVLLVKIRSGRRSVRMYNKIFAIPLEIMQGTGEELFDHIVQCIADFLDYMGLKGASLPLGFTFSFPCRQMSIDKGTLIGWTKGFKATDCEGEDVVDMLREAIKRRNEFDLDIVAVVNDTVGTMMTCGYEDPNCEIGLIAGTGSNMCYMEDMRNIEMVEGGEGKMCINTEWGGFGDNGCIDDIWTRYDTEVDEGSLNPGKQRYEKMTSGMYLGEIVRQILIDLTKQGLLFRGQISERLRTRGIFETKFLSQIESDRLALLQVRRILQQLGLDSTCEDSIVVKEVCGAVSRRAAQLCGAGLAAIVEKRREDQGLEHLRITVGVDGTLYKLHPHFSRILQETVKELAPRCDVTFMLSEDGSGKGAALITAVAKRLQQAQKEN
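Material: recombinant HKDC1 hexokinase; Amount: HKDC1 at 5 µg/mL; Medium: Tris pH 8.0 buffer with MgCl2, Tween-20, BSA, BME; Schedule: 90 min reaction incubation at room temperature, dark; Technique: coupled resazurin fluorescence, excitation 525 nm, emission 613 nm.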
SENP7 block: blocks the human protease SENP7; hit rate 1.5% among 330,000; recombinant SENP7, Z-RLRGG-aminoluciferin luminescence, 40 min; AID 434973; inhibition, % at 5 µM;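 active = inhibition above about 50% at the single test dose, limit read from the data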;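 also: plate controls were DMSO with enzyme for no effect and no enzyme buffer wells for full effect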
SENP8 block-2: inhibitors of human SENP8 protease. Q96LD8. recombinant SENP8, Nedd8 substrate fluorescence. inhibition, % at 20 µM. hit rate 0.64% among 360,000. AID 602440; in the data active = inhibition mostly above about 40%, no sharp cut-off; inactive = mostly below about 27%
NALP3 yeast inh: inhibitors of NALP3 inflammasome in yeast | Yeast reconstituted NLRP3/ASC/caspase-1, beta-gal luminescence, 24 h | inhibition, % at 10 µM | hit rate 0.39% among 330,000 | AID 2825;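 active = inhibition of 50% or more; inactive = inhibition below 50%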;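 also: plate controls were induced DMSO wells for no effect and uninduced yeast grown without galactose for full effect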
SENP6 inh: inhibitors of human SENP6 protease; Recombinant SENP6 catalytic domain, aminoluciferin luminescence; hit rate 1.8% among 330,000; Q9GZR1; AID 2599; inhibition, % at 10 µM;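 active = inhibition above about 50% at the single tested dose, limit read from the data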;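 also: plate controls were DMSO wells with enzyme for no effect and DMSO wells lacking enzyme for full effect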
* = called active by the depositor; . = not tested or not shown.

SMILES	SENP8 block-1	Apaf-1 inh	SENP1 FRET inh	PfG6PD inh	HKDC1 inh	SENP7 block	SENP8 block-2	NALP3 yeast inh	SENP6 inh
CC1=C(C(=O)OC2CCCCCCC2)C(c2ccc(O)cc2)NC(=O)N1 (stereo not given)	-14	13	2	-6	4	-16	23	15	-2
O=C(Cn1cnc2scc(-c3ccccc3)c2c1=O)NCc1ccco1	4	-2	-9	11	-4	-1	2	-13	-15
COC(=O)Cn1c(=NC(=O)c2ccc(S(=O)(=O)N3CCc4ccccc4C3)cc2)sc2cc(OC)ccc21	3	-3	-10	6	-6	6	-348	11	2
c1ccc2c(c1)nc(N1CCOCC1)c1nnnn12	9	2	-155	-3	3	3	-61	5	-8
CCOC(=O)c1c(C)[nH]c(C(=O)COC(=O)CCC(=O)c2ccc3c(c2)OCCO3)c1C	-1	14	2	14	9	3	5	-10	-7
Cn1nnnc1Sc1ncnc2scc(-c3ccc(Br)cc3)c12	4	20	-5	0	19	-1	-18	3	-7
COc1ccc(NC(=O)Nc2cc3oc4ccccc4c3cc2OC)cc1	-4	-3	-2	-9	-8	2	-142	22	-12
Cc1c(CCOC(=O)C23CC4CC(CC(C4)C2)C3)sc[n+]1CC#N	6	2	1	5	-4	4	-5	9	-11
COCCn1cnnc1SCC(=O)Nc1sccc1C(N)=O	-1	-19	-5	-4	0	3	7	-5	-2
CC(NC(=O)C(=O)NN=C1CCC(C(C)(C)C)CC1)c1ccccc1 (stereo not given)	4	-6	0	8	16	-1	4	4	-3
O=C(COC(=O)c1cc(=O)[nH]c2ccccc12)Nc1ccc(Cl)cn1	16	6	-3	7	-6	0	-199	29	-11
COc1cc(OC)cc(C(=O)NCCn2ccc3ccccc32)c1	0	2	-5	-7	-3	-8	2	23	-10
O=P(Nc1ccccc1)(Nc1ccccc1)c1ccccc1	.	.	0	-3	-4	.	16	.	.
CC(C)OCCCn1c(=S)[nH]c2cc3c(cc2c1=O)OCO3	-10	8	1	19	-4	-4	21	24	-5
COc1cccc(NC(=O)CN(C)CC(=O)Nc2ccc(Br)cc2)c1	7	-8	4	10	-4	14	11	-2	3

Whole records from above. Screens in order: SENP8 block-1, Apaf-1 inh, SENP1 FRET inh, PfG6PD inh, HKDC1 inh, SENP7 block, SENP8 block-2, NALP3 yeast inh, SENP6 inh
Results for `CC(NC(=O)C(=O)NN=C1CCC(C(C)(C)C)CC1)c1ccccc1` (stereo not given) → 4, -6, 0, 8, 16, -1, 4, 4, -3
Results for `CC1=C(C(=O)OC2CCCCCCC2)C(c2ccc(O)cc2)NC(=O)N1` (stereo not given) → -14, 13, 2, -6, 4, -16, 23, 15, -2
Results for `CCOC(=O)c1c(C)[nH]c(C(=O)COC(=O)CCC(=O)c2ccc3c(c2)OCCO3)c1C` → -1, 14, 2, 14, 9, 3, 5, -10, -7

Next section
SMILES	SENP8 block-1	Apaf-1 inh	SENP1 FRET inh	PfG6PD inh	HKDC1 inh	SENP7 block	SENP8 block-2	NALP3 yeast inh	SENP6 inh
CC(C)(C)NC(=O)NC(=O)COC(=O)c1ccc(OC(F)(F)F)cc1	-1	8	2	22	13	18	10	17	5
COc1cc2c(cc1OC)CN(C(=O)Cc1c(F)cccc1Cl)CC2	6	3	1	3	-4	5	2	-8	-7
CCOc1cc(N2CCOCC2)c(OCC)cc1NC(=O)COC(=O)/C=C/c1ccc(OC(F)F)cc1	-3	24	1	11	2	2	10	10	-1
CC(C)(C)c1ccc(S(=O)(=O)NCC(=O)Nc2ccc(-c3nc4ccccc4s3)cc2)cc1	6	16	-18	-29	-1	2	-492	4	16
Cn1c(CNC(=O)OC(C)(C)C)nnc1SCC(=O)N1CCOCC1	-11	-8	-1	4	2	-6	6	19	3
CC(C)(C)c1ccc(NC(=O)C2CCCN(c3cnccn3)C2)cc1 (stereo not given)	17	21	1	47	4	-2	-418	0	11
C=CCC(NC(C)c1ccccc1)c1ccco1 (stereo not given)	-6	-17	2	-21	-6	-8	-5	5	-8
Cc1nn2c3c(cnc2c1-c1ccc(Cl)cc1)C(=O)CC(c1ccco1)C3 (stereo not given)	-1	9	5	-6	1	-5	2	19	-16
OC(CN1CCN(c2ncc(C(F)(F)F)cc2Cl)CC1)c1ccccc1 (stereo not given)	5	18	2	16	1	7	21	31	-22
Cc1nn(Cc2ccc(Cl)c(Cl)c2)c(C)c1NC(=O)c1noc2c1CCCCC2	0	20	1	-6	1	4	15	-9	-4
Cc1ccc(S(=O)(=O)Nc2nonc2C)cc1	1	4	1	-19	1	-2	6	3	-5
COc1ccc2oc(=O)c(C(=O)NCc3ccco3)cc2c1	-2	-21	-84	6	-10	6	-490	12	1
CCOc1cc(C2C(C(=O)OC)=C(C)N=C3SCCC(=O)N32)ccc1OC(C)=O (stereo not given)	-2	1	-2	-4	-6	7	21	12	-14
O=C(c1ccc(N2C(=O)C3C4c5ccccc5C(c5ccccc54)C3C2=O)cc1)N1CCOCC1 (stereo not given)	5	9	0	-3	7	2	16	19	16
COC(=O)c1sccc1-c1ccc(/C=N/OCc2c(Cl)cccc2Cl)o1	-10	1	2	-6	-4	-18	-316	7	-9
CCCOc1cc(CN2CCCCC2)cc(C(C)=O)c1	-1	-5	0	14	-5	0	15	18	-15
CC(c1ccccc1)n1c(SCC(=O)Nc2ccccc2)n[nH]c1=O (stereo not given)	-8	-1	3	-6	1	9	16	18	-10
O=S(=O)(N1CCCCC1)N1CCN(c2ccccc2F)CC1	-5	-16	1	-30	5	2	1	20	-20
Cc1ccc(S(=O)(=O)NCC(=O)N(CC(=O)NC2CCCCC2)Cc2ccco2)cc1	3	7	0	5	-7	5	33	32	1
O=C(N/N=C/c1ccc([N+](=O)[O-])o1)c1cccc(S(=O)(=O)N2CCOCC2)c1	9	-11	-2	-12	5	3	19	19	43
Cc1cc(C)nc(/N=C2\NC(=O)CC(C(=O)O)N2c2ccc(Oc3ccccc3)cc2)n1 (stereo not given)	6	9	-1	21	2	-3	13	6	7
CCC(CC)c1nnc(NC(=O)CN2C(=O)NC3(CCCC3)C2=O)s1	3	-1	-2	-3	-3	0	10	-3	-14
CCOC(=O)N1CCN(C(=O)c2cc3c(-c4cccc(OC)c4)nn(C)c3s2)CC1	3	5	3	0	3	-4	-13	17	-14
O=C(NNc1c(Cl)cc(Cl)cc1Cl)c1cccc([N+](=O)[O-])c1	-12	16	2	1	2	-7	8	10	-23
COc1ccc(NC2c3ccccc3C(=O)N2Cc2ccccc2Cl)cc1OC (stereo not given)	2	-4	1	4	1	10	12	6	17
Cc1cc(C)n(CC(=O)N/N=C/c2cc(Br)cc([N+](=O)[O-])c2O)n1	-1	3	-7	-5	-14	-6	23	43	-14
COc1ccc(CNC(=O)c2ccc3c(=O)n(-c4ccccc4)c(=O)[nH]c3c2)cc1	4	-7	1	5	-5	7	-94	9	-9
CCOC(=O)CCC(=O)Nc1ccc(S(=O)(=O)N2CCc3ccccc32)cc1	6	4	-3	-1	5	-2	4	14	7
COc1ccccc1N1C(=O)c2ccc(C(=O)Nc3nccs3)cc2C1=O	-22	11	3	-9	-6	-14	6	-1	-3
CN(Cc1cccc(Cl)c1Cl)c1ccc(S(=O)(=O)N2CCCCC2)cc1[N+](=O)[O-]	4	12	3	-7	-5	0	23	18	-1
COCC(=O)Nc1ccc(N(C)C)cc1	-1	6	1	33	0	10	11	0	22
CC(C)(C)N(NC(=O)Nc1ccccc1)C(=O)c1ccccc1	-4	-3	-1	4	-11	-5	11	-8	-10
CCOC(=O)N1CCN(S(=O)(=O)c2ccc(C(=O)NNc3nc4c(C)cccc4s3)cc2)CC1	-1	3	35*	13	-31	4	-13	9	1
Cc1cccc(N(C)C(=O)CCS(=O)(=O)c2cc3c(cc2Cl)NC(=O)CO3)c1	-7	-4	3	25	-4	-15	11	7	8
NC(=O)C1Cc2ccccc2CN1C(=O)c1nn(Cc2ccccc2)c(=O)c2ccccc12 (stereo not given)	6	1	1	-5	-6	12	13	6	-1
CCOc1ccc(S(=O)(=O)N2CCN(C(=O)c3cc4ccccc4o3)CC2)cc1	8	21	0	6	-3	0	0	20	2
COc1ccc(-n2ccn3c(CCC(=O)N4CCN(c5cccc(C)c5C)CC4)nnc3c2=O)cc1	-6	1	-1	-10	-6	-9	6	8	-9
O=C(Nc1ccccc1N1CCOCC1)c1ccncc1	-3	11	2	0	-6	-11	6	3	-17
O=C1CCCCCCCN1Cc1ccccc1	-3	6	-1	0	0	-6	14	5	-14
C/C(=N\NC(=O)c1cccs1)c1ccc2ccccc2c1	-9	-2	2	-9	1	-5	-2	27	-11
O=C(Nc1ncc(Cc2cccc(Cl)c2Cl)s1)c1ccc([N+](=O)[O-])cc1	-9	20	0	-3	-5	-2	32	6	-18
CC(C)(C)NC(=O)/C(=C\c1ccco1)NC(=O)c1ccco1	-6	-1	-1	8	-4	-6	15	-9	-34
Cc1ccc(-c2cc(C(=O)Nc3ccc(S(=O)(=O)Nc4cc(C)on4)cc3)c3ccccc3n2)c(C)c1	2	14	0	-24	0	-11	21	19	-1
O=C(Nc1ccc(-c2csc(Nc3cccc(C(F)(F)F)c3)n2)cc1)c1cccc(C(F)(F)F)c1	2	-3	1	14	-1	3	-5	-4	-10
O=C(NC(=S)NCC1COc2ccccc2O1)c1ccccc1 (stereo not given)	0	18	-3	16	2	-1	16	15	-18
O=C(CN1CCN(Cc2ccc(F)cc2)CC1)NCCc1ccccc1	9	-10	-1	7	-6	-7	7	13	10
COCCNC(=O)Cn1cc(/C=N/NC(=O)c2ccc(Oc3ccc(O)cc3)cc2)c2ccccc21	0	7	2	2	15	6	-222	13	-3
COc1ccc2oc(=O)c(C(=O)NCc3ccccc3)cc2c1	7	2	-42	-16	-4	1	-294	15	3
CC(C)c1ccc(CNC(=O)C(=O)NCCCn2ccnc2)cc1	0	-1	0	-4	-6	-13	6	2	-20
CCN(Cc1ccncc1)C(=O)C1CCN(S(=O)(=O)c2cccs2)CC1	1	1	1	-6	-1	7	5	-1	0
CC1=C(C(=O)O)N2C(=O)C(NC(=O)c3nn(C)cc3[N+](=O)[O-])C2SC1 (stereo not given)	-3	-7	1	53	-6	-10	0	12	-13
O=C(CNC(=O)C1CCCCC1)NCCCO	-3	-13	0	-2	-9	-2	12	3	-19
COc1ccccc1CNC(=O)C1CCN(S(=O)(=O)c2ccc(-n3cnnn3)cc2)CC1	1	3	2	-2	3	-1	6	2	-8
Cc1ccc(C)c(C(=O)OCC(=O)Nc2cccc(S(=O)(=O)NC3=NCCCCC3)c2)c1	-3	-18	0	-9	-4	7	-10	4	2
NC(=O)C1CCN(CC(=O)Nc2ccccc2Sc2ccc(Cl)cc2)CC1	-18	2	-1	65*	-8	-10	0	5	-39
CCn1c(SCC(=O)O)nnc1-c1ccccc1	-2	-4	2	-13	2	-10	24	11	2
CCc1ccc(-c2ccc(SCc3ccccn3)nn2)cc1	-7	2	-2	8	0	-8	10	27	-22
CCOc1ccc(N(CC)C(=O)Cc2c(C(=O)O)n(C)c3ccccc23)cc1	5	1	1	-5	1	6	0	3	-10
